Compound activity as filed in PubChem BioAssay.
E-sel TNF inh: blocks E-selectin expression induced by TNF alpha; inhibition, % at 2 µM; actives 0.71% (n = 120,000); AID 1246; HUVEC TNFa-induced E-selectin immunofluorescence, high content;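 active = inhibition above the batch mean plus 3 SD, and confirmed as a hit on visual image review, cut at about 43% in these data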;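 note: 0% = TNF-stimulated DMSO wells and 100% = unstimulated control wells; not every result past the cut was called active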
* = called active by the depositor.

# | E-sel TNF inh | Structure
1 | 0 | CCCC(CCC)C(=O)Oc1cc(C)[nH]c(=O)c1[N+](=O)[O-]
2 | -8 | COc1ccc(CNc2ccc(C)c(C)c2)c(OC)c1OC
3 | 35 | O=C(c1cccc(C(F)(F)F)c1)N(c1ccccn1)C1CCCCC1
4 | -23 | COc1ccc(/C=N/Nc2cn[nH]c(=O)c2Cl)cc1
5 | 8 | O=C(c1cnn2c(C(F)F)cc(-c3ccccc3)nc12)N1CCc2ccccc2C1
6 | -20 | CCN(CC)c1ccc(C(=O)c2cnc(/N=C/N(C)C)s2)cc1
7 | -34 | O=C(COC(=O)CCc1c[nH]c2ccccc12)NCc1ccc2c(c1)OCO2
8 | 14 | O=C(NCc1cccnc1)c1c(O)c2cccc3c2n(c1=O)CCC3
9 | -9 | C=CCN1N=C(/C=C/c2ccc(C)cc2)CCC1=O
10 | -29 | Fc1ccccc1-c1n[nH]c(=S)n1CC1CCCO1 (configuration not stated)
11 | 11 | CN(C)C(=O)c1ccc2c3c(cccc13)CC2
12 | 5 | COc1ccccc1CNC(=O)CSc1ccc(-c2ccncc2)nn1
13 | 12 | Cc1ccc(-c2cc(C(=O)OCC(=O)N(C)C3CCS(=O)(=O)C3)c3ccccc3n2)o1 (configuration not stated)
14 | 11 | CCCc1nc2c(nnn2Cc2ccccc2Cl)c(=O)[nH]1
15 | -67 | O=C(CN1CCC(O)(c2ccc3c(c2)OCO3)CC1)NC1CCCCC1
16 | 11 | CCCC12CN3CCN(CC(C3)/C1=N\NC(=O)c1ccc(F)cc1)C2
17 | -11 | CCOc1ccc(N(C(=O)c2ccccc2Cl)C2=NC(C)(C)CS2)cc1
18 | 7 | COc1c(OC(C)=O)ccc(/C=N\NC(=O)c2ccc(Br)cc2)c1[N+](=O)[O-]
19 | 6 | COc1ccc(C(CNC(=O)COc2ccc(F)cc2Br)N2CCCC2)cc1 (configuration not stated)
20 | 3 | O=C(N/N=C/C=C/c1ccco1)c1ccccc1Cl
21 | -19 | COc1cccc(/C=C/C(=O)OCC(=O)Nc2ccc(N3CCOCC3)cc2)c1OC
22 | -8 | COc1ccc(/C=C(\C#N)C(=O)OCC(=O)NC(=O)NCCC(C)C)cc1
23 | -11 | COc1ccc(OC)c(S(=O)(=O)NC(N)=NCCc2ccccc2OC)c1
24 | -3 | CCC(C)C(=O)Nc1nc2ccc(S(C)(=O)=O)cc2s1 (configuration not stated)

The last 5 records of the section above are carried over, then new ones follow.
# | E-sel TNF inh | Structure
20 | 3 | O=C(N/N=C/C=C/c1ccco1)c1ccccc1Cl
21 | -19 | COc1cccc(/C=C/C(=O)OCC(=O)Nc2ccc(N3CCOCC3)cc2)c1OC
22 | -8 | COc1ccc(/C=C(\C#N)C(=O)OCC(=O)NC(=O)NCCC(C)C)cc1
23 | -11 | COc1ccc(OC)c(S(=O)(=O)NC(N)=NCCc2ccccc2OC)c1
24 | -3 | CCC(C)C(=O)Nc1nc2ccc(S(C)(=O)=O)cc2s1 (configuration not stated)
25 | 0 | c1ccc(-c2noc(CN3CCOCC3)n2)cc1
26 | -26 | COCCNC(=S)NCc1ccc2[nH]c3c(c2c1)CCCC3
27 | 18 | O=C(NCc1ccc(Cl)cc1)c1cc([N+](=O)[O-])ccc1Cl
28 | -8 | CC(C)[C@H](NC(=O)c1cccc(S(=O)(=O)N2CCOCC2)c1)C(=O)Nc1nccs1
29 | 13 | CC1(C)Cc2c(sc(NC(=O)C3CC(Cl)=CCC3C(=O)O)c2C#N)CO1 (configuration not stated)
30 | -17 | CC(C)OCCCNC(=O)c1ccc2c(=O)n(Cc3ccc4c(c3)OCO4)c(=S)[nH]c2c1
31 | 7 | Fc1ccc(-c2nc3cnccn3c2NC2CCCC2)cc1
32 | -11 | COc1ccc(C2CC(=O)N(CC(=O)NCC3CCCO3)c3ccccc3S2)cc1OC (configuration not stated)

Arranged by value in E-sel TNF inh (rising): seven of the compounds above.
# | E-sel TNF inh | Structure
7 | -34 | O=C(COC(=O)CCc1c[nH]c2ccccc12)NCc1ccc2c(c1)OCO2
4 | -23 | COc1ccc(/C=N/Nc2cn[nH]c(=O)c2Cl)cc1
1 | 0 | CCCC(CCC)C(=O)Oc1cc(C)[nH]c(=O)c1[N+](=O)[O-]
20 | 3 | O=C(N/N=C/C=C/c1ccco1)c1ccccc1Cl
12 | 5 | COc1ccccc1CNC(=O)CSc1ccc(-c2ccncc2)nn1
18 | 7 | COc1c(OC(C)=O)ccc(/C=N\NC(=O)c2ccc(Br)cc2)c1[N+](=O)[O-]
3 | 35 | O=C(c1cccc(C(F)(F)F)c1)N(c1ccccn1)C1CCCCC1

(cont.)
# | E-sel TNF inh | Structure
33 | -22 | Cc1cc(CNC(=O)COc2ccc(C)c(C)c2)c2ccccc2n1
34 | -11 | NC(=O)C1CC(=O)N(c2ccc(OCc3c(F)cccc3Cl)cc2)C1 (configuration not stated)
35 | -17 | CN(CCC1CCOCC1)Cc1nc(Cc2ccccc2F)no1
36 | 4 | O=C(CN1C(=O)/C(=C/c2ccccc2)SC1=S)NNC(=O)c1ccccc1O
37 | 15 | CCN(CC)c1ccc(N2C(=O)CSC2=S)cc1
38 | -1 | O=C(NCc1ccncc1)c1cc(F)c(F)cc1Cl
39 | -21 | CCn1c(=N)c(S(=O)(=O)c2ccc(Cl)cc2)cc2c(=O)n3ccccc3nc21
40 | -7 | Cc1occc1C(=O)Nc1ccc(S(N)(=O)=O)cc1
41 | -17 | COC(=O)c1ccc(CN2CCN(CCC(C)C)C(CCO)C2)cc1 (configuration not stated)
42 | -5 | COc1ccc(N2CCN(C(=O)c3ccc(Cl)c(S(=O)(=O)N4CCCC4)c3)CC2)cc1
43 | -2 | CC(C)(CCl)C(=O)Nc1ccc(OC(F)(F)F)cc1
44 | -20 | CC1CCN(C(=O)Cn2c(=O)n(-c3ccc(F)cc3)c(=O)c3sccc32)CC1
45 | 6 | CCN(CC(=O)NCc1ccc(F)cc1)CC(=O)Nc1ccc(S(=O)(=O)N2CCCC2)cc1
46 | 7 | CC1(C(=O)Nc2cccc(S(=O)(=O)N3CCOCC3)c2)Cc2ccccc2C(=O)O1 (configuration not stated)
47 | -8 | CN(CCc1ccccn1)C(=S)NC(=O)c1ccco1
48 | -1 | O=[N+]([O-])c1ccn(-c2nc(-c3ccccc3)cc(C(F)(F)F)n2)n1
49 | -30 | Cn1nc(C(C)(C)C)cc1C(=O)O
50 | 20 | Cc1cc([N+](=O)[O-])nn1CCCC(=O)Nc1c(C)n(C)n(-c2ccccc2)c1=O
51 | -3 | Cc1nc2c(ccc3nc(NC(=O)C4CC4)sc32)s1
52 | -41 | CNC(=S)NNC(=O)c1ccccc1F
53 | -4 | O=C(CSc1nc2ccccc2[nH]1)Nc1c(F)c(F)c(F)c(F)c1F
54 | -51 | COc1ccc(S(=O)(=O)CCc2nnc(NC(C)=O)s2)cc1
55 | -8 | O=C1CCc2ccc(NC(=O)C3CC3)cc2N1
56 | 11 | N=c1oc2cc(O)ccc2cc1C(=O)Nc1ccccn1
57 | -41 | CC(=O)Nc1ccc(NC(=O)c2ccccc2S(=O)(=O)c2ccc([N+](=O)[O-])cc2)cc1
58 | -14 | Cc1ccc(C)c(C(=O)CSc2nc3ccccc3c(=O)[nH]2)c1
59 | 4 | COc1ccc(CN2CCNC(=O)C2CC(=O)NCCSc2nccn2C)cc1OC (configuration not stated)
60 | -13 | COc1ccc(S(=O)(=O)N2CCCCCC2)cc1N
61 | -10 | COc1ccc(/C=N/OC(=O)Nc2ccccc2OC)cc1
62 | -39 | Cc1cc(NC(=O)COC(=O)CCNS(=O)(=O)c2c(Cl)cccc2Cl)no1
63 | -6 | Cc1occc1C(=O)Nc1ccc(OCc2ccccc2)cc1
64 | 4 | Cc1cc(NC(=O)c2ccc3c(c2)OCCO3)ccc1NC(=O)c1cc2ccccc2o1

Exported as labelled records: four of the compounds above
#59 COc1ccc(CN2CCNC(=O)C2CC(=O)NCCSc2nccn2C)cc1OC (configuration not stated)
  E-sel TNF inh: 4

#60 COc1ccc(S(=O)(=O)N2CCCCCC2)cc1N
  E-sel TNF inh: -13

#62 Cc1cc(NC(=O)COC(=O)CCNS(=O)(=O)c2c(Cl)cccc2Cl)no1
  E-sel TNF inh: -39

#57 CC(=O)Nc1ccc(NC(=O)c2ccccc2S(=O)(=O)c2ccc([N+](=O)[O-])cc2)cc1
  E-sel TNF inh: -41

(continued)
# | E-sel TNF inh | Structure
65 | -2 | CS(=O)Cc1cc(Oc2ccccc2)nc(-c2ccncc2)n1 (configuration not stated)
66 | -8 | CCOC(=O)COc1ccc(Br)cc1/C=C/c1[nH]c(=O)[nH]c(=O)c1[N+](=O)[O-]
67 | -23 | Cc1cc(C)c(C#N)c(SCc2ccccc2F)n1
68 | -2 | CCOC(=O)C1=C(c2ccccc2)NC(=O)N(C(C)=O)C1c1cccc([N+](=O)[O-])c1 (configuration not stated)
69 | -10 | O=C(NCc1ccccc1)c1ccc2c(=O)[nH]c3c(C(=O)NCC4CCCO4)sc(=S)n3c2c1 (configuration not stated)
70 | -47 | COc1ccc(-c2cc(C(=O)OCC(=O)NC(C)C)c3ccccc3n2)cc1
71 | 5 | O=C1/C(=C/c2cccnc2)SC(=NCc2ccccc2)N1Cc1ccccc1
72 | -25 | CCn1cc(CN2CCc3c([nH]c4ccccc34)C2c2cccc(O)c2)c(C)n1 (configuration not stated)
73 | -27 | CCOC(=O)N1CCC(n2c(SCC(=O)NCCc3ccc(S(N)(=O)=O)cc3)nc3ccccc3c2=O)CC1
74 | 14 | CCc1cc(C(=O)N2CCc3c([nH]c4ccccc34)C2c2ccc(OC)cc2F)no1 (configuration not stated)
75 | 0 | O=C(NN=C1CCCCCCCCCCC1)c1ccncc1
76 | 15 | CC(=O)Nc1ccc(NC(=O)c2ccc([N+](=O)[O-])cc2Cl)cc1
77 | 17 | CCOC(=O)C1CCN(C(=O)COC(=O)c2cccc(F)c2)CC1
78 | -31 | C(=N\Nc1nc(Nc2ccccc2)nc(Nc2ccccc2)n1)/c1cccnc1
79 | -25 | C/C(CC(=O)Nc1cccc(C(F)(F)F)c1)=N\NC(=O)C1CCCCC1
80 | -9 | COc1ccc(/C=C/C(=O)C2(O)CCCCC2)cc1OC
81 | -8 | CCn1c(COc2ccc(C)cc2)nnc1SCC(=O)NCc1ccco1
82 | -40 | CC(=O)Nc1ccc2nc(NC(=O)CCc3ccccc3)sc2c1
83 | 7 | CCn1c(O)c(/C=C2\C=Nc3ccccc32)sc1=O
84 | 5 | COc1ccc(CSc2nc(C)cc(C)c2S(C)(=O)=O)cc1
85 | -11 | Nc1ccc2nc(SCc3cccc(F)c3)sc2c1
86 | -5 | Cc1cc[n+](CC(=O)c2ccc(NC(=O)c3ccccc3)cc2)c2ccccc12
87 | -12 | O=C(NCc1ccccc1Cl)C1CCC(CNc2nc(=S)[nH]c3ccccc23)CC1 (configuration not stated)
88 | -17 | CCOC(=O)c1c(C)[nH]c(C(=O)OCC(=O)NC(C)(C)C)c1C
89 | -30 | Cc1c(NC(=O)c2ccc(-c3cccc([N+](=O)[O-])c3)o2)c(=O)n(-c2ccccc2)n1C
90 | -2 | CCN(CC)CCNC(=O)c1ccc(NC(=O)c2c(F)cccc2Cl)cc1
91 | -8 | CC(C)NS(=O)(=O)c1ccc(CCC(=O)NCc2ccncc2)cc1
92 | -20 | CN(C(=O)COC(=O)c1cc([N+](=O)[O-])ccc1N1CCCC1)C1CCS(=O)(=O)C1 (configuration not stated)
93 | 12 | COCc1c(N)c(C)nc(Cl)c1C#N
94 | -13 | Cc1nc(N2CCCCC2C)c2c(C)c(C(=O)Nc3cccc(C(F)(F)F)c3)sc2n1 (configuration not stated)
95 | 22 | O=C(CCC(=O)N(CC(=O)NC1CCCC1)Cc1ccc2c(c1)OCO2)Nc1nccs1
96 | -8 | Cc1ccc(OCc2ccc(C(=O)Nc3ccc(S(N)(=O)=O)cc3)o2)cc1
97 | 17 | CC(C)c1cccc(C(C)C)c1NC(=O)COC(=O)[C@H](C)NC(N)=O
98 | -14 | O=C(COC(=O)/C=C/c1ccc(Cl)cc1Cl)NCc1ccco1
99 | 13 | Cc1cccc(-n2nnc(C(=O)NCc3ccccc3Cl)c2N)c1
100 | 7 | COC(=O)Cn1c(O)c(N=NC(=O)c2ccc3c(c2)OCO3)c2ccccc21
101 | 7 | NC(=O)/C(=C/c1ccc2c(c1)OCO2)NC(=O)c1ccco1
102 | 40 | O=S(=O)(NC1CC1)c1ccc2c3c(cccc13)CC2
103 | 6 | COc1ccc(CNC(=O)CSc2nc3[nH]ncc3c(=O)n2-c2ccccc2Br)cc1
104 | 0 | C=CCn1c(-c2cccnc2Cl)nc2ccccc21
105 | -5 | Cc1ccc(NC(=O)CCn2nnc3ccccc32)c(C)c1
106 | 1 | O=C(C1CCCC1)N1CCC(CO)(Cc2ccccc2Cl)CC1
107 | 20 | O=C(Nc1ccc(N2CCN(C(=O)c3ccco3)CC2)cc1)c1ccco1
108 | 20 | COCCCN(CC(=O)Nc1ccc(N2CCOCC2)cc1)S(=O)(=O)c1ccccc1
109 | -28 | COc1ccccc1NC(=O)CN1CC(=O)Nc2ccccc21
110 | -22 | Cc1c(F)cccc1NS(=O)(=O)c1ccc2c(c1)c(=O)n(C)c(=O)n2C
111 | 9 | CCOCCCNC(=S)N1CCN(Cc2ccco2)CC1
112 | -17 | Cc1c(C(=O)NCCn2ccc3ccccc32)cccc1[N+](=O)[O-]

The list is partial; rates above refer to the full screens.
